CXCR6 inh: inhibitors of human CXCR6 receptor. O00574. 0.36% of 360,000 active. CHO-K1 PathHunter CXCR6 beta-arrestin, luminescence. inhibition, % at 20 µM. AID 602244; in the data active = inhibition above about 34%, passing the limit was not always enough;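 also: antagonist mode with CXCL16 agonist at 10 nM final; 0% = 10 nM CXCL16 with DMSO and 100% = unstimulated wells without agonist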
Target sequence (O00574 whole entry, looked up): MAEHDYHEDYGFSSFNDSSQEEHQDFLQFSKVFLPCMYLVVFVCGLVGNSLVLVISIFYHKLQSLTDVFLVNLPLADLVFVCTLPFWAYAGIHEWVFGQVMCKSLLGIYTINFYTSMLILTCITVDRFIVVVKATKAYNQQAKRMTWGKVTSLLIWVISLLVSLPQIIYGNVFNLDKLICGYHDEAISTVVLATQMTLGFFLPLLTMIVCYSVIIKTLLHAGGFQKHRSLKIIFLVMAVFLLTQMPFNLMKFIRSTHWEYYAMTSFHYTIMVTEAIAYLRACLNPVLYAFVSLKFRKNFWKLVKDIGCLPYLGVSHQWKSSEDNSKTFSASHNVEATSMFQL
EBI2 antag: antagonists of human EBI2 receptor; P32249; 0.81% of 360,000 active; inhibition, % at 5 µM; EBI2 beta-arrestin recruitment, luminescence, 7a,25-OHC stimulated; in the data active = inhibition above about 38%;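 also: enzyme fragment complementation signal reports receptor beta-arrestin coupling in cells; 0% = agonist plus DMSO wells and 100% = wells without agonist; some results beyond the cut were filed as inactive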
Target sequence (P32249 whole entry, looked up, the tested form may be a part): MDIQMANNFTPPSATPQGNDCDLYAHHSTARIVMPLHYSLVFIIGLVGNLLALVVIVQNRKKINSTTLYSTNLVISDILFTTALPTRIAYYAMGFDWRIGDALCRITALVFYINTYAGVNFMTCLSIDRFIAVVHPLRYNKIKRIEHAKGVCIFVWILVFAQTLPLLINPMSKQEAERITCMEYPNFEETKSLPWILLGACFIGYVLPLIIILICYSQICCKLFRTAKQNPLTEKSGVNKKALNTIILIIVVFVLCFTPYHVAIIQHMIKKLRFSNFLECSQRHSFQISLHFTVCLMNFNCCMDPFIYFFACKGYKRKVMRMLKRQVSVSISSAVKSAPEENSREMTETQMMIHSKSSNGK
The depositor's hits bear a star. The list is partial. The share of hits here may be higher or lower than overall.

EBI2 antag	CXCR6 inh	Molecule
14.8	3.1	O=C(Nc1cccc(C(F)(F)F)c1)c1ccc(-c2ccc(F)c(F)c2)c2ccoc12
1.8	-3.7	O=C(NCc1cccs1)c1csc([C@H]2C[C@H](O)[C@@H](CO)O2)n1
1.5	-5.3	CCCN1C(=O)C(=O)N(CC(=O)N2c3ccccc3NC(=O)CC2C)C1=O (stereo not given)
21.9	1.7	CCC(C)[C@H]1CNC(=O)C(=O)N1CCCCC1CCCCC1 (stereo not given in full)
1.9	2.3	C[C@@H]1CCCCO[C@H](CN(C)C(=O)Nc2ccc(F)cc2)[C@@H](C)CN([C@H](C)CO)C(=O)c2cc(NC(=O)c3ccccc3)ccc2O1
2.3	0.8	C[C@@H]1CN([C@@H](C)CO)C(=O)c2cc(C#Cc3cccc(F)c3)cnc2O[C@@H]1CN(C)CC1CCOCC1
4.7	2.0	CCCCN1CCCCC1(C)C(=O)NCc1ccc2c(c1)OCO2 (stereo not given)
1.6	0.2	O=C(Cn1cnc([N+](=O)[O-])c1)Nc1ccc(Cl)cc1Cl
-8.1	-6.8	CCCC1NC(=O)c2cccnc2-n2c1nc1ccc(C)cc1c2=O (stereo not given)
4.3	-3.4	CCCCCCN1C[C@@H](n2cc(COC(=O)c3ccccc3)nn2)[C@H](O)C[C@@H]1c1ccc(Cl)cc1
41.7*	11.5	C=CCNc1nc(NCCOc2ccccc2Cl)c2sc(-c3ccccc3)cc2n1
0.1	-3.7	COCCNC(=O)C1(C)CCCN(C(=O)c2ccccc2OC)C1 (stereo not given)
-5.9	-11.5	CC1OC(CCc2cccc(Cl)c2)Cc2[nH]c(=S)[nH]c(=O)c21 (stereo not given)
4.7	-5.4	NC(COCc1ccccc1)c1csc(Nc2cc(NCCCO)ncn2)n1 (stereo not given)
8.9	-2.9	O=C(NCC(=O)N1CCCCCCC1)c1ccc(Cl)c(Cl)c1
-16.7	-2.6	Cc1cccc(C)c1Nc1n[nH]c(=S)s1
0.8	5.3	COc1ccccc1Cc1c(C(C)(C)C)nc2c3ccccc3ccn12
7.4	1.9	COc1ccc(C(=O)OCC(=O)N2c3ccccc3CC2C)cc1S(=O)(=O)N1CCOCC1 (stereo not given)
-2.8	2.0	O=c1[nH]c(=S)[nH]c2c1C(c1ccc(Cl)cc1)OC(CCc1ccccc1)C2 (stereo not given)
4.3	2.0	Cc1ccc(CC(=O)Nc2cccc(C(=O)Nc3c(C)n(C)n(-c4ccccc4)c3=O)c2)cc1C
7.0	-7.9	COc1ccc(-c2csc(C(O)c3ccc(F)cc3)n2)cc1OC (stereo not given)
-9.3	-4.2	COc1cc(C)ccc1S(=O)(=O)NC(=O)C1(C)CCN1C(=O)Cc1ccccc1Cl (stereo not given)
-0.3	1.3	Cc1ccccc1-c1csc(C(O)c2ccc(F)cc2)n1 (stereo not given)
-1.7	8.7	C=CC[C@H]1C(C(=O)OCC)=CC[C@@H](c2ccccc2)N1S(=O)(=O)c1ccc(C)cc1
-20.9	2.6	COc1cc(OC)cc(C2=Cc3ccccc3C(CC(=O)c3ccco3)N2c2ccc(-c3ccc(C(N)=O)cc3)cc2)c1 (stereo not given)
3.4	1.9	O=c1c2ccccc2oc2ccccc12
-11.3	7.6	C[C@H](CO)N1C[C@H](C)[C@H](CN(C)C(=O)Nc2ccc(C(F)(F)F)cc2)OCc2cnnn2CCCC1=O
2.1	1.8	COC1=CC(C)C2CC3OC(=O)CC4C(C)=C(OC)C(=O)C(C2(C)C1=O)C34C (stereo not given)
-2.6	1.0	Cc1ccc(C)c(C(O)c2ncc(-c3cccc(F)c3)[nH]2)c1 (stereo not given)
21.1	24.1	CCCCN(C=O)c1c(CC)nc2c(OCCC3CCCCC3)cccn12
11.9	2.7	O=C(NC(c1ccc(Cl)cc1)c1cnccn1)C1CCN(CCOc2ccc(F)cc2)CC1 (stereo not given)
-4.0	-7.2	CNC(C)C(=O)NC(C(=O)N1CCCC1C(=O)Nc1ccc2[nH]ccc2c1)C(C)C (stereo not given)
17.5	18.9	CCCCCCCCN1C(=O)[C@H](CC(=O)N2CCSCC2)C[C@@]2(C(=O)OCC)CCCC=C12
-56.9	4.4	CC1(C)CC2(C)OC2C2(C1)N=NC(=Nc1ccccc1)O2 (stereo not given)
-3.9	15.4	Cc1cc2nc(-c3ccccc3)c(Cc3cccc(Cl)c3)n2c(C)c1Br
-2.8	2.8	CC(C)[C@@H]1Cc2[nH][nH]c(=O)c2[C@H](C(C)C)O1
-6.3	-9.5	CN(C)c1ccc2c(=O)cc[nH]c2c1
-1.9	1.0	CCCNC(=O)C1(C)CCN(C(=O)Cc2ccc3ccccc3c2)C1 (stereo not given)
11.4	2.7	CC1(C(=O)NCCC#N)CCN1C(=O)CC(c1ccccc1)c1ccccc1 (stereo not given)
-4.3	-13.9	Cc1nc(-[n+]2nc(-c3ccncc3)nn2-c2ccccc2)sc1C
1.0	24.1	O=C(COc1cccc(F)c1)Nc1nc(-c2ccccn2)cs1
1.9	-6.1	O=C(c1[nH]c(C(F)(F)F)nc1-c1ccccc1)N1CCN(CCN2CCOCC2)CC1
0.3	-6.6	Nc1cc(Br)cc2c1[nH]c(=O)c1ccccc12
-4.1	3.4	COC(=O)c1cccc(-n2c(C)cc(/C=C3\SC(=O)NC3=O)c2C)c1
3.3	-0.7	CCCS(=O)(=O)NC(=O)C1(C)CCCN(C(=O)c2cccc(Cl)c2)C1 (stereo not given)
14.4	7.4	COc1ccccc1Cc1c(C2CCCCC2)nc2c3ccccc3ccn12
11.6	12.6	Cn1c(NCc2ccccc2F)nc2cc(-c3ccccc3)sc2c1=O
-1.7	-2.3	CCOC(=O)[C@]12CCC=C1N(Cc1ccco1)C(=O)[C@H](CC(=O)N1CCCCC1)C2
6.3	2.4	NCCCNC(=S)NCCCN(Cc1ccc(Cl)cc1)c1ccc(Br)cn1
-15.0	10.5	COc1cc(C=NNc2ccccc2[N+](=O)[O-])cc(OC)c1OC
-11.2	10.2	O=C(NCC1CC1)c1ccc(-n2ccnc2)c2ccoc12
-1.1	-2.6	CCCCn1nnnc1C1(C)CCC(=O)N1Cc1cccc(F)c1 (stereo not given)
-5.5	4.4	C[C@@H]1CN([C@@H](C)CO)C(=O)CCCn2nncc2CO[C@@H]1CN(C)C(=O)c1cc(-c2ccccc2)on1
8.6	7.2	CC(=O)Nc1ccc(-c2ccnc3c2CC(C)(C(=O)Nc2cccc(C(C)=O)c2)O3)cc1 (stereo not given)
5.6	5.0	O=C(C1=C(O)C(=O)N(CCN2CCOCC2)C1c1cccc([N+](=O)[O-])c1)c1cc2ccccc2o1 (stereo not given)
-2.9	-11.8	C[C@H](NC(=O)C1CCN(C(=O)[C@@H]2CCCN2C(=O)OC(C)(C)C)CC1)C(=O)NCc1ccc(F)cc1
-4.9	1.0	COc1ccc(C(=O)N2CCC2(C)C(=O)O)cc1C(F)(F)F (stereo not given)
9.3	3.2	OC(c1cccc(Cl)c1)c1ncc(-c2ccc(Oc3ccccc3)cc2)[nH]1 (stereo not given)
17.5	-6.7	O=NN(CC(=O)NN=CC=Cc1ccccc1)CC(=O)NN=CC=Cc1ccccc1
-2.8	-9.1	Cc1nc(C(F)(F)F)ccc1C(=O)N1CCC1(C)C(=O)NCc1cccs1 (stereo not given)

Carrying on.
EBI2 antag	CXCR6 inh	Molecule
-4.1	-9.1	Nc1ccn([C@@H]2O[C@H](C(=O)NCc3ccc4c(c3)OCO4)[C@@H](O)[C@H]2O)c(=O)n1
1.2	-3.8	O=C([C@H]1O[C@@H](n2ccc(=O)[nH]c2=O)[C@H](O)[C@@H]1O)N1CCC(F)(F)CC1
-3.9	-14.6	O=S1(=O)N[C@H](Cc2ccccc2)COc2cc(N3CCSCC3)ccc21
4.1	-4.6	CC(C)[C@@H]1Cc2[nH]c(=S)[nH]c(=O)c2[C@H](C)O1
-9.0	1.8	Cc1[nH]c2ccccc2c1C(=O)C(=O)NCc1nnnn1-c1ccc(F)cc1
-5.5	-13.9	NC(=O)c1ccc(NC(=O)COC(=O)CCC2CCCC2)cc1
-4.8	-2.4	CCCCC(=O)N(C)c1c(CC)nc2c(OCc3ccc(C#N)cc3)cccn12
-7.3	0.5	CCOC(=O)N1CCN(C(=O)C2CCC(=O)N(Cc3ccccc3OC)C2)CC1 (stereo not given)
12.7	6.4	COc1ccc(NC(=O)c2cccc3c(-c4ccc(OC)cc4C)coc23)cc1
12.5	-9.4	CC(C)(O)C#Cc1ccc(N2C(c3ccsc3)=Cc3ccc(F)cc3C2c2c[nH]c3ccc(C#N)cc23)cc1 (stereo not given)
5.3	8.7	COc1ccc(Br)c(C=O)c1OS(=O)(=O)c1ccc(C)cc1
7.4	2.4	COc1ccc(S(=O)(=O)NC(=O)C2(C)CCN2C(=O)c2ccccc2CCc2ccccc2)cc1 (stereo not given)
2.7	2.3	CC12CCC(CC1O)C2C(=O)O (stereo not given)
7.3	13.3	CCCCCC(=O)N1C[C@H](O)[C@@H](n2cc(COC(=O)c3ccccc3)nn2)C[C@@H]1c1ccc(C)cc1
-0.3	-4.5	CNc1ncnc2c1ncn2[C@H]1CN(Cc2ccc(OC)cc2)C[C@@H](CO)O1
-7.0	-0.2	Cc1cc(C(=O)N2CCC2(C)C(=O)Nc2cc(C(C)(C)C)nn2C)nn1C (stereo not given)
-8.6	2.3	CCN(CC)C(=O)C1=C(C)N(CCC2=CCCCC2)C(=O)C(CC(=O)NC2CCCC2)C1 (stereo not given)
2.4	3.2	CCOC(=O)[C@]12CCCC=C1N(Cc1ccco1)C(=O)[C@H](CC(=O)NCc1cccc(C(F)(F)F)c1)C2
9.5	-0.9	O=C(OCc1cn([C@@H]2CN(C(=O)c3cccs3)[C@@H](c3ccc(Cl)cc3)C[C@H]2O)nn1)c1ccccc1
-15.1	-5.7	O=C(Nc1ccc(C(O)c2ccccc2)cc1)[C@@H]1O[C@H](CO)[C@@H](O)[C@H]1O (stereo not given in full)
40.8*	10.6	Cc1cccc(C)c1-n1nnnc1C(c1ccnc2ccccc12)N1CCN(C(=O)OCc2ccccc2)CC1 (stereo not given)
-0.6	-5.7	O=C(NCc1ccncc1)C1Cc2c(-c3ccc4c(c3)OCO4)ccnc2O1 (stereo not given)
6.0	5.4	CC(C)CN(C(=O)COC(=O)CCSc1ccc(Cl)cc1)c1c(N)n(Cc2ccccc2)c(=O)[nH]c1=O
-6.6	4.2	OC[C@H]1O[C@@H](c2nc(-c3ccc4[nH]ccc4c3)no2)[C@H](O)[C@@H](O)[C@H]1O

A run of entries taken from the entries so far:
EBI2 antag	CXCR6 inh	Molecule
12.7	6.4	COc1ccc(NC(=O)c2cccc3c(-c4ccc(OC)cc4C)coc23)cc1
12.5	-9.4	CC(C)(O)C#Cc1ccc(N2C(c3ccsc3)=Cc3ccc(F)cc3C2c2c[nH]c3ccc(C#N)cc23)cc1 (stereo not given)
5.3	8.7	COc1ccc(Br)c(C=O)c1OS(=O)(=O)c1ccc(C)cc1
7.4	2.4	COc1ccc(S(=O)(=O)NC(=O)C2(C)CCN2C(=O)c2ccccc2CCc2ccccc2)cc1 (stereo not given)
2.7	2.3	CC12CCC(CC1O)C2C(=O)O (stereo not given)
7.3	13.3	CCCCCC(=O)N1C[C@H](O)[C@@H](n2cc(COC(=O)c3ccccc3)nn2)C[C@@H]1c1ccc(C)cc1
-0.3	-4.5	CNc1ncnc2c1ncn2[C@H]1CN(Cc2ccc(OC)cc2)C[C@@H](CO)O1
-7.0	-0.2	Cc1cc(C(=O)N2CCC2(C)C(=O)Nc2cc(C(C)(C)C)nn2C)nn1C (stereo not given)
-8.6	2.3	CCN(CC)C(=O)C1=C(C)N(CCC2=CCCCC2)C(=O)C(CC(=O)NC2CCCC2)C1 (stereo not given)
2.4	3.2	CCOC(=O)[C@]12CCCC=C1N(Cc1ccco1)C(=O)[C@H](CC(=O)NCc1cccc(C(F)(F)F)c1)C2
9.5	-0.9	O=C(OCc1cn([C@@H]2CN(C(=O)c3cccs3)[C@@H](c3ccc(Cl)cc3)C[C@H]2O)nn1)c1ccccc1
-15.1	-5.7	O=C(Nc1ccc(C(O)c2ccccc2)cc1)[C@@H]1O[C@H](CO)[C@@H](O)[C@H]1O (stereo not given in full)
40.8*	10.6	Cc1cccc(C)c1-n1nnnc1C(c1ccnc2ccccc12)N1CCN(C(=O)OCc2ccccc2)CC1 (stereo not given)

(continued)
EBI2 antag	CXCR6 inh	Molecule
-6.0	3.2	O=C(c1ccc(CNS(=O)(=O)c2ccc(F)cc2)cc1)N1CCCCCC1
5.1	8.5	CCCCN(C)C(=O)c1sc(=O)n(Cc2ccccc2F)c1C
-3.7	-4.4	Cc1ccn2c(C(C)O)nnc2c1 (stereo not given)
-5.6	4.5	COCCCN1C(=O)C(CC(=O)NCCN2CCOCC2)CC(C(=O)N2CCCCCC2)=C1C (stereo not given)
4.5	0.5	CCOC(=O)C1=CCN(S(=O)(=O)c2ccccc2F)C1c1cccc(Br)c1 (stereo not given)
8.3	6.5	CCCCN(C)C(=O)c1sc(=O)n(Cc2c(C)cccc2C)c1C
2.9	4.0	COc1cc2cc(C(=O)NCCc3c[nH]c4ccccc34)c(N)nc2cc1OC
7.0	-6.0	Cc1ccc(Cc2c(C3CCCCC3)nc3cc(C)c(Br)c(C)n23)cc1
-1.9	3.3	CCOc1ccccc1-c1cc(NC)ncn1
-5.4	-0.3	CCc1nc2c(OCc3ccc(F)cc3)cccn2c1N(C)C(=O)c1ccco1
-11.4	6.2	Cc1ccc(S(=O)(=O)NNC(=O)C23CCC(CC2)C3)cc1
-11.8	-13.7	C[C@@H]1CN([C@@H](C)CO)C(=O)CCCn2nncc2CO[C@H]1CN(C)S(=O)(=O)c1cn(C)cn1
-3.3	-16.5	C#Cc1cccc(Nc2nc(NCc3ccccc3OC)nc3ccsc23)c1
16.2	-1.8	CC1(C)CC(=O)C=C(c2ccc(-c3ccc(OC(F)(F)F)cc3)cc2)C1=O
-2.1	-1.5	O=C1NC[C@@H](CCCCN2C[C@H](Cc3ccc(O)cc3)N(CC3CCCCC3)C(=O)C2=O)N(CC2CCCCC2)C1=O

From PubChem BioAssay
